Bioassay records: PubChem, several laboratories
b-catenin transl: alters nuclear translocation of beta-catenin in HeLa cells; 190,000 tested, 0.3% active; immunofluorescence imaging; nuclear translocation activity, % at 5 µM;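 active means nuclear translocation activity above 50% at 5 µM, with a well cell count of 50 or more; inconclusive means wells under 50 cells across six images, flagged as toxic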;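 further: per-cell ratio of nuclear to cytoplasmic median beta-catenin stain intensity; plate controls were DMSO negative control for no effect and GSK-3 inhibitor IX positive control for full effect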
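Test system: human HeLa cells, endogenous beta-catenin. Times: 24 h compound exposure, 37°C. Measured by: beta-catenin immunofluorescence imaging with DAPI.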
MT stabilize HCS: stabilizes microtubules in HeLa cells; 200,000 tested, 0.83% active; HeLa tubulin immunostaining HCS, 24 h; share of cells brighter than vehicle mean+2SD; AID 2205; % tubulin-high responders, % at 10 µM;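 active means plate Z-score above 3 for both tubulin-high and condensed-nucleus cell shares, with cell loss under 80%, at 10 µM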;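 further: anti alpha tubulin signal scored within the nucleus-defined area of each cell; some results filed as inactive read as strong as hits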
Yfh1-depleted yeast: enhancers of respiration in Yfh1-depleted yeast, dose response, Friedreich's ataxia, plus single-dose screen (AID 1465) | S. cerevisiae Yfh1-off respiration, WST-1 reduction, 72 h; higher fold induction means a stronger effect | 220,000 tested, 0.074% active | fold induction at 50 µM, or EC50 in µM where a hit was titrated;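 active means fold induction of absorbance versus untreated yeast above a set limit, then at least 30% activation at any dose in follow-up; inconclusive means repeats straddling the limit, or above it without dose testing; inactive means fold induction below the set limit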;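 further: activators that raise dye reduction in frataxin-depleted yeast; strong numbers were not always called active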
Insulin prom up: MIN6 insulin promoter up-regulation; MIN6 insulin promoter-GFP reporter, high-content imaging; stronger effect = higher value; z-score at 5 µM; 190,000 tested, 0.3% active; AID 1625;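 active means z-score above 3 at 5 µM with at least 500 cells counted in the well; inconclusive means wells under 500 cells, flagged as cytotoxic or low count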
Lipid droplet: modulators of hepatic lipid droplet formation. inhibition, % at 6.5 µM. AML12 mouse hepatocytes, oleate lipid droplets, BODIPY imaging. 240,000 tested, 0.4% active. AID 1656;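 active means lipid droplet intensity inhibited by at least 50%, with more than 500 cells counted; inconclusive means wells with under 300 cells, treated as cytotoxic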
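material = mouse AML12 hepatocyte cell line, fixed after treatment | also added = 100 µM oleic acid challenge | doses = compound at 6.5 µM only | schedule = overnight exposure | technique = Image-based BODIPY and DAPI two-channel analysis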
WT yeast gro inh: growth inhibition of WT yeast, mitochondrial fusion screen. mitochondrial fusion phenotypic screen, WT strain. inhibition, % at 10 µM. 190,000 tested, 2.1% active; in the data active means inhibition above about 58%; tested in S. cerevisiae
NOD2 inhibition: inhibition of NOD2-driven NF-kB reporter – cell-based, luminescence, uHTS, HEK293 (AID 1566); HEK293 NOD2/NF-kB luciferase reporter, luminescence; higher % means a stronger effect; inhibition, % at 4 µM; hits with a dose series show EC50 in µM; 290,000 tested, 0.63% active; in the data active means inhibition above about 50%; further: many of its hits are not listed in these tables
Dynein cargo inh: blocks dynein driven cargo transport along microtubules | 220,000 tested, 0.47% active | 3617.4 mouse cells, GR-EGFP nuclear translocation imaging; test concentration mostly 20 µM; stimulated with dexamethasone, 1 µM; stronger effect = lower value | z-score, hits read low;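 active means plate z-score of nuclear minus cytoplasmic receptor signal below a set negative limit, without overly bright fluorescence or cell loss, cut at about -3.5 in these data, passing the limit was not always enough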;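 further: z-score of nuclear minus cytoplasmic ring GR-EGFP intensity difference per well; some compounds called inactive have numbers as strong as hits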
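Buffer or medium: tet-free, stripped-serum medium; Also added: dexamethasone, 1.0 µM final; Technique: high-content fluorescence imaging after fixation; Times: 48 h induction, 1 h compound, 30 min dex at 37 °C; Read-out: per-cell GR-EGFP intensity, nucleus versus surrounding cytoplasmic ring, well-averaged.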
Autophagy mod: modulators of autophagy; AID 463193; calls only at 10 µM (by protocol); 190,000 tested, 0.98% active; MEF GFP-LC3 puncta imaging; test concentration mostly 10 µM;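 active means percentage of spot-positive cells more than 3 SD above its plate mean, without a fluorescence outlier flag or 80% toxicity; inconclusive means no clear call, values can overlap the other calls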;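 further: spot-positive cell cutoff set from DMSO-treated cells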
WT yeast gro inh mutant strain: second read-out of WT yeast gro inh, no call of its own (marks repeat the call); inhibition, %; mitochondrial fusion phenotypic screen, mutant strain inhibition
Dynein cargo inh cytoplasmic EGFP: second read-out of Dynein cargo inh, no call of its own (marks repeat the call); z-score; measured here: cytoplasmic GR-EGFP intensity; stronger effect = higher value
Dynein cargo inh nuclear GR-EGFP: second read-out of Dynein cargo inh, no call of its own (marks repeat the call); z-score; measured here: nuclear GR-EGFP intensity;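 lower value marks the stronger effect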
Dynein cargo inh cell count: recorded beside Dynein cargo inh, whose call it bears; z-score; measured here: cell count per field
Insulin prom up cell count: recorded beside Insulin prom up, whose call it bears; cell count; measured here: cytotoxicity, nuclei count;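 total cells summed across four imaged fields per well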
Lipid droplet cells 6.5 µM: recorded beside Lipid droplet, whose call it bears; cell count; measured here: cell count, cytotoxicity flag;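 cells counted across two imaged fields per well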
b-catenin transl cell count 5 µM: recorded beside b-catenin transl, whose call it bears; cell count; measured here: cell count, cytotoxicity flag
MT stabilize HCS Hoechst-high %: also measured in MT stabilize HCS; calls as there; % Hoechst-high responders; measured here: nuclear condensation Hoechst responders;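 share of cells brighter than vehicle mean plus two SD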
MT stabilize HCS cytotoxicity %: recorded beside MT stabilize HCS, whose call it bears; toxicity, %; measured here: cytotoxicity by cell density;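 0% = mean cell density of plate MIN control wells and 100% = no cells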
Autophagy mod cell loss 18 h: recorded beside Autophagy mod, whose call it bears; toxicity, %; measured here: cell loss, nuclei count;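 cell loss after 18 h compound exposure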
* hit, by the source's call; i = inactive; ? = inconclusive; . = not tested or not shown. An excerpt. The share of hits here may be higher or lower than overall.

SMILES	b-catenin transl	b-catenin transl cell count 5 µM	MT stabilize HCS	MT stabilize HCS Hoechst-high %	MT stabilize HCS cytotoxicity %	Yfh1-depleted yeast	Insulin prom up	Insulin prom up cell count	Lipid droplet	Lipid droplet cells 6.5 µM	WT yeast gro inh	WT yeast gro inh mutant strain	NOD2 inhibition	Dynein cargo inh	Dynein cargo inh cytoplasmic EGFP	Dynein cargo inh nuclear GR-EGFP	Dynein cargo inh cell count	Autophagy mod	Autophagy mod cell loss 18 h
COc1cc(C(c2c(C)[nH][nH]c2=O)c2c(C)[nH][nH]c2=O)ccc1OS(=O)(=O)c1ccccc1	-1.1	899	1.5	1.6	9.0	i	0.96	805	-8	769	-9	-6	10%	-0.075	-0.2	-0.13	-0.13	i	-3
Cc1cc(C)n(-c2nc3ccccc3nc2Nc2ccc3[nH]c(=O)[nH]c3c2)n1	2.4	887	1.6	1.5	0.3	i	1	1117	6	723	-8	4	5%	-2.8	4	-0.52	0.22	i	3
O=C(C1=C(O)C(=O)N(c2ncccn2)C1c1ccc(Cl)c(Cl)c1)c1ccco1 (stereo not drawn)	-0.3	711	3.5	0.9	0.9	i	0.69	1399	.	.	12	-10	20%	-0.27	-0.19	-0.2	0.41	i	-1
Cc1[nH]n(-c2ccc([N+](=O)[O-])cc2)c(=O)c1C=NCCN1CCN(C(=O)c2ccc(Br)cc2)CC1	2.1	1086	0.5	1.8	18	i	-0.42	852	-14	769	28	26	22%	-0.58	-0.22	-0.29	0.3	i	-1
COc1ccccc1OCCC(=O)OCC(=O)NCc1ccccc1	1.2	1046	3.8	1.8	8.0	i	.	.	11	643	-6	-6	2%	-0.13	-0.17	-0.18	-0.24	i	10
CN(c1ccccc1)S(=O)(=O)c1ccc(Cl)c(C(=O)Nc2nn[nH]n2)c1	0.9	1063	1.9	4.3	12	i	0.13	1275	3	662	0	5	9%	1.3	-0.25	1.2	-0.16	i	-6
Cc1onc(-c2ccccc2Cl)c1C(=O)OCC(=O)N1CCCc2ccccc21	-7.4	1076	2.7	3.8	10	i	-0.01	1069	.	.	21	-2	15%	-0.16	-0.25	0.3	1.6	i	1
COc1ccc(CCNC(=O)COC(=O)c2cc(OC)c(OC)cc2OC)cc1OC	-0.4	1052	2.7	1.8	1.4	i	0.03	1228	0	659	-2	-5	6%	-0.92	-0.21	-0.44	0.59	i	10
Cc1occc1-c1nnc(SCC(=O)Nc2nccs2)n1Cc1ccco1	0.2	850	6.1	3.7	7.2	i	0.17	1144	.	.	8	-5	3%	0.3	-0.11	0.34	-0.24	i	3
CN1CCN(NC(=O)c2cccc(S(=O)(=O)N3CCCCCC3)c2)CC1	-1.7	1107	3.6	1.5	6.5	i	.	.	2	702	16	10	5%	-0.64	0.058	-0.054	0.085	i	19
Cc1ccc(S(=O)(=O)Cc2ccc(C(=O)NCCCN3CCCC3=O)o2)cc1	.	.	2.0	1.6	5.5	i	?	.	2	839	12	12	14%	-0.036	-0.2	0.15	0.1	i	0
O=C(N/N=C/c1ccc(Cl)c([N+](=O)[O-])c1)c1cnccn1	-4.7	570	2.6	1.8	5.1	i	0.02	1239	14	625	1	15	5%	-0.51	-0.25	-0.38	4.6	i	13
CC1C(=O)O[C@@H]2C[C@@H](C)[C@@H]3CCC(=O)[C@@]3(C)[C@@H](O)[C@H]12 (stereo partly drawn)	-0.8	1146	.	.	.	i	.	.	7	700	.	.	-1%	0.45	-0.8	0.39	-0.43	.	.
CCN(CC)CCNc1nc2ccccc2n1C	.	.	4.4	1.4	0.8	i	0.83	1270	7	781	9	17	10%	-0.11	-0.23	0.25	0.28	i	-10
Fc1ccc(CSc2nc3ncccc3[nH]2)cc1	-4.3	854	1.4	1.4	4.5	i	0.75	1398	.	.	4	28	-52%	-0.13	-0.19	-0.01	0.6	i	5
Cc1cc(N2CCOCC2)n2ncc(-c3ccc(Cl)cc3)c2n1	0.9	1325	.	.	.	i	-0.27	1005	18	532	.	.	-31%	-0.61	-0.24	-0.28	0.34	.	.
CC1=NCCN1S(=O)(=O)c1c(C(C)C)cc(C(C)C)cc1C(C)C	0.9	1479	1.6	2.5	6.4	i	-0.7	1389	-6	720	25	-5	18%	-0.81	-0.13	-0.47	-0.43	i	2
CC(OC(=O)c1oc2ccccc2c1COc1ccccc1)C(N)=O (stereo not drawn)	-1.6	1035	1.8	2.0	5.6	i	1.2	1337	0	673	-7	-15	-23%	-1.3	-0.36	-0.91	0.85	i	4
COc1ccc(S(=O)(=O)N2CCCN(Cc3cccc(F)c3)CC2)cc1	.	.	1.7	1.4	8.9	.	.	.	.	.	8	5	-10%	-0.082	-0.19	0.22	-0.76	i	-1
COc1cc(NS(=O)(=O)c2ccc(N)cc2)nc(OC)n1	.	.	4.6	2.4	1.4	i	.	.	-15	713	-15	-3	-7%	0.22	-0.27	0.56	0.38	i	11

Quoted at random: four compounds from above, in no set order.
SMILES	b-catenin transl	b-catenin transl cell count 5 µM	MT stabilize HCS	MT stabilize HCS Hoechst-high %	MT stabilize HCS cytotoxicity %	Yfh1-depleted yeast	Insulin prom up	Insulin prom up cell count	Lipid droplet	Lipid droplet cells 6.5 µM	WT yeast gro inh	WT yeast gro inh mutant strain	NOD2 inhibition	Dynein cargo inh	Dynein cargo inh cytoplasmic EGFP	Dynein cargo inh nuclear GR-EGFP	Dynein cargo inh cell count	Autophagy mod	Autophagy mod cell loss 18 h
Cc1[nH]n(-c2ccc([N+](=O)[O-])cc2)c(=O)c1C=NCCN1CCN(C(=O)c2ccc(Br)cc2)CC1	2.1	1086	0.5	1.8	18	i	-0.42	852	-14	769	28	26	22%	-0.58	-0.22	-0.29	0.3	i	-1
O=C(N/N=C/c1ccc(Cl)c([N+](=O)[O-])c1)c1cnccn1	-4.7	570	2.6	1.8	5.1	i	0.02	1239	14	625	1	15	5%	-0.51	-0.25	-0.38	4.6	i	13
Cc1occc1-c1nnc(SCC(=O)Nc2nccs2)n1Cc1ccco1	0.2	850	6.1	3.7	7.2	i	0.17	1144	.	.	8	-5	3%	0.3	-0.11	0.34	-0.24	i	3
CC1=NCCN1S(=O)(=O)c1c(C(C)C)cc(C(C)C)cc1C(C)C	0.9	1479	1.6	2.5	6.4	i	-0.7	1389	-6	720	25	-5	18%	-0.81	-0.13	-0.47	-0.43	i	2

(next part)
SMILES	b-catenin transl	b-catenin transl cell count 5 µM	MT stabilize HCS	MT stabilize HCS Hoechst-high %	MT stabilize HCS cytotoxicity %	Yfh1-depleted yeast	Insulin prom up	Insulin prom up cell count	Lipid droplet	Lipid droplet cells 6.5 µM	WT yeast gro inh	WT yeast gro inh mutant strain	NOD2 inhibition	Dynein cargo inh	Dynein cargo inh cytoplasmic EGFP	Dynein cargo inh nuclear GR-EGFP	Dynein cargo inh cell count	Autophagy mod	Autophagy mod cell loss 18 h
CCOc1ccc(Nc2nc(Cc3nnc(SCC(=O)NC4CCCC4)n3C)cs2)cc1	-2.4	1077	1.6	1.2	3.2	i	0.43	973	0	797	-12	2	7%	0.12	-0.11	0.12	-0.27	i	-6
O=c1c2ccccc2oc2nc3n(c(=O)c12)CCCS3	-0.5	1123	9.1	3.0	15	i	-0.53	1123	.	.	-2	-1	3%	2.2	0.034	2.3	-2.8	i	28
O=c1c2ccccc2c(-c2ccccc2)nn1Cc1ccc(Cl)cc1	.	.	3.4	1.3	6.6	i	.	.	.	.	51	18	1%	0.68	-0.24	-0.51	0.052	i	4
Cc1ccc(CC(=O)Nc2ccc(F)c([N+](=O)[O-])c2)cc1C	-2.4	1103	1.4	2.5	8.9	i	0.35	1266	4	715	13	-15	12%	-0.99	-0.022	-0.68	1.1	i	28
COc1ccc(-n2ccc(-c3nn(-c4cccc(C(F)(F)F)c4)ccc3=O)n2)cc1	-5.0	1120	0.9	1.8	5.5	i	-0.52	1752	10	721	7	-2	11%	-0.13	-0.12	-0.52	0.37	i	6
O=C(NCCO)NC(=S)c1ccccc1	-16	1293	1.9	0.6	12	i	.	.	9	805	0	18	11%	-1.8	-0.33	-0.94	1.5	i	-9
N#C/C(=C\c1ccc(-c2ccc([N+](=O)[O-])cc2Br)o1)C(=O)N1CCN(c2ccccc2)CC1	0.4	1034	4.5	2.6	2.4	i	-0.02	1409	3	708	16	-14	-2%	0.66	-0.15	0.26	-0.58	i	7
COc1ccc([N+](=O)[O-])cc1NC(=O)c1ccco1	1.9	870	0.8	1.0	0.9	i	0.02	1621	13	680	4	-2	13%	-0.22	-0.35	0.35	0.86	i	-7
COc1cccc(-n2ccnc2SCC(=O)Nc2ccccc2)c1	-4.2	886	5.7	3.5	7.5	i	-0.26	1229	.	.	-12	7	1%	0.56	-0.18	0.31	0.038	i	-5
CC(NC(=O)Cc1ccc(F)cc1)c1ccccc1 (stereo not drawn)	-1.3	1373	1.3	0.8	3.6	.	-0.19	1520	.	.	15	21	24%	-0.83	-0.2	-0.81	0.54	i	7
CC(OC(=O)c1cc2sccc2n1C)C(=O)NCC1CCCO1 (stereo not drawn)	-3.2	1141	1.6	3.0	11	i	0.27	1329	.	.	-4	-20	0%	-0.81	-0.21	-0.3	0.31	i	-6
COc1ccc(-c2nnc(SCC(=O)NCc3cccs3)n2C(C)C)cc1	.	.	2.3	2.4	5.9	i	.	.	17	802	-11	-23	9%	-0.73	-0.12	-0.54	-0.089	i	0
CCOC(=O)N1CCN(C(=O)c2ccc3c(c2)N(Cc2ccc(C)cc2)CCS3)CC1	-0.9	1180	0.8	0.9	14	i	-3	686	-45	738	20	-12	11%	-0.26	0.097	-0.045	0.61	i	-6
